Source: PubChem
KDM5B inh = Primary screen for KDM5B Histone Demethylases FDH-coupled qHTS; Potency, µM (doses to about 57.7 µM), inactives show at the top dose activity change, negative = inhibition, usual class: inhibitors; Lysine-specific demethylase 5B (Homo sapiens), Q9UGL1; KDM5B demethylase, FDH-coupled NADH fluorescence (FDH is formaldehyde dehydrogenase); 2.6% of 220,000 active; active means well fitted inhibition curve with a large enough effect; inconclusive means small, poorly fitted or top-dose-only effect; inactive means no such curve, though single readings can be large or run the other way; further: 0% is about no effect; nearly all actives have a fitted effect of over 70% in size
Target sequence (Q9UGL1 whole entry, looked up): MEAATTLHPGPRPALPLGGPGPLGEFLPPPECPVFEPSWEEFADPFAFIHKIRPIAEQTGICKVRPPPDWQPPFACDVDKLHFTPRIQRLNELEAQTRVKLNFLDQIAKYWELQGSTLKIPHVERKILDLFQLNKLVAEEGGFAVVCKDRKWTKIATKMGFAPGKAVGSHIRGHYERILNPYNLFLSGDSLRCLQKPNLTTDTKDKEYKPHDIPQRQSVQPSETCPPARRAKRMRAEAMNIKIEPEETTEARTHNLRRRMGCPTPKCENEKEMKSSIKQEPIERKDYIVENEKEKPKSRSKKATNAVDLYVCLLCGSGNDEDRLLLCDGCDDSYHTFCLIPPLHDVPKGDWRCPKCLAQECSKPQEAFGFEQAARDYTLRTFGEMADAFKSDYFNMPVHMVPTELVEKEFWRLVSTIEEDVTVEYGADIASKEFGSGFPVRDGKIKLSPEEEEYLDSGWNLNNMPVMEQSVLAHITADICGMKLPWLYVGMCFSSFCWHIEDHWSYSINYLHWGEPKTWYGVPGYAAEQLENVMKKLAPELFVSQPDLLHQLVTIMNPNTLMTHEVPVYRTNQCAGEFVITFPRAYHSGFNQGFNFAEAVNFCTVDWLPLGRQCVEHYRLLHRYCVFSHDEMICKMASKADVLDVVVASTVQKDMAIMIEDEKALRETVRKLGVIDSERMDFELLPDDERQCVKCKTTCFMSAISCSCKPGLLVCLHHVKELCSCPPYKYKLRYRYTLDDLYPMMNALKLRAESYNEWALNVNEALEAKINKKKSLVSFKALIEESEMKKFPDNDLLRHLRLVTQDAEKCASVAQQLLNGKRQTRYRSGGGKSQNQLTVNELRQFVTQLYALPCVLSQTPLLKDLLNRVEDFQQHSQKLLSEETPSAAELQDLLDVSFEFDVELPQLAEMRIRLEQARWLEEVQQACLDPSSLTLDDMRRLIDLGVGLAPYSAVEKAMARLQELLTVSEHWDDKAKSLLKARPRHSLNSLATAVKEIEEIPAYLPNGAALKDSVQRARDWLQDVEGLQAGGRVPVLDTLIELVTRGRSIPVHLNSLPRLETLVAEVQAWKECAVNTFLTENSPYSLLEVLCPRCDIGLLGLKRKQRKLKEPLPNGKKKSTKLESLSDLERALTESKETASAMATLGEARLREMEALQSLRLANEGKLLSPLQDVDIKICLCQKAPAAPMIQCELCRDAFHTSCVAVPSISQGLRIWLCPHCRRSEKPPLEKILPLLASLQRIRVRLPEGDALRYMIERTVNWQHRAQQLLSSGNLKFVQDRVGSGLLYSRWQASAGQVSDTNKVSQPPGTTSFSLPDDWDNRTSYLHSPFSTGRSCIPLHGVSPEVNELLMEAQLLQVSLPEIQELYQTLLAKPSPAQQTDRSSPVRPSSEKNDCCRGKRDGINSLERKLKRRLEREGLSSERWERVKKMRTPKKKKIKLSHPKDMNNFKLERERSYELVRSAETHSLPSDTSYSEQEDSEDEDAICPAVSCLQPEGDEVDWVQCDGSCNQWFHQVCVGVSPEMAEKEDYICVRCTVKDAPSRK
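Here, H3K4me3 peptide (12.5 µM in substrate mix) is demethylated by KDM5BΔAP, 200 nM final, after 10 min compound exposure. Formaldehyde product is coupled through FDH (0.25 U/mL in mix) to NADH fluorescence; 30-min ΔRFU feeds dose-response curves.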
An asterisk follows results filed as active; i = inactive; ? = inconclusive; & = joins results of further samples; [ ] = another dose, or the depositor's remark. Potency means the concentration at half of the fitted maximal effect. Not all compounds are listed. The share of hits here may be higher or lower than overall.

SMILES	KDM5B inh
COc1ccc(Cl)cc1NC(=O)CSC1=C(C#N)C(c2ccc(OC)c(OC)c2)CC(=O)N1 (stereo unspecified)	-2.5%
CN1C(=O)c2cccn2CC1CNC(=O)NC1CCCC1 (stereo unspecified)	-11.7%
CCCCn1cc(S(=O)(=O)c2ccc(C)c(C)c2)c(=O)c2cc(F)c(N3CCCC(C)C3)cc21 (stereo unspecified)	-14.9%
O=C(CCCn1c(=O)c2cccn2c2ccc(F)cc21)NCCc1ccccc1	?
Cc1ccc(-n2c(C3CCN(C(=O)c4n[nH]c5c4CCCC5)CC3)n[nH]c2=O)cc1	-15.7%
COc1ccc(Br)cc1S(=O)(=O)Nc1cc(-c2cn3ccccc3n2)ccc1C	?
Cc1ccc(C23CC4CC(CC(C(=O)O)(C4)C2)C3)cc1C	-7.6%
O=C(O)c1ccc(F)c2ccccc12	25.6%
Cc1noc(C)c1[S+](=O)([O-])N1CCC2OCCN(Cc3ccccc3)C(=O)C2C1 (stereo unspecified)	-0.4%[86.2 µM]
COC(=O)c1cnn(-c2ccccc2)c1C(OC)OC	17.5%
COc1ccc(Nc2nnc(-c3ccc(OCC(=O)N4CCCCC4)cc3)c3ccccc23)cc1	-2.7%
O=C1N(c2ccccc2)c2ccccc2C12CCN(Cc1cccc3ccccc13)C2 (stereo unspecified)	?
COc1cc(N)c(Cl)cc1C(=O)OCC(=O)NC1CCCC1	-3.1%
Cc1cccc(C(=O)NCc2nnc3cc(-c4nc(C)no4)ccn23)c1	25.1µM*
CC(C)n1cnnc1CC1CCN(C(=O)Nc2ccc3c(c2)OCCO3)CC1	4.0%
CC(C)(C)NC(=O)NC(=O)COC(=O)c1cc(-c2cccs2)nc2ccccc12	?
O=C(O)CC(CC(=O)Nc1ccc(C(=O)O)cc1)c1ccccc1 (stereo unspecified)	14.1%
O=C(O)/C=C/c1ccc(-c2cccc(Cl)c2)s1	?
O=C(c1cccs1)C1CCCN(C(=O)c2ccc3nccn3c2)C1 (stereo unspecified)	7.4%
Cc1ccc(C(=O)N2CCC3(Cc4ccccc4NC3=O)C2)cc1 (stereo unspecified)	0.8%[86.2 µM]
COc1ccc(CN(CC(=O)NCc2ccc(F)cc2)C(=O)c2csnn2)cc1	-28.4%
COc1ccc(CNC(=O)c2cnn(-c3ccc(C)cc3)c2-n2cccc2)cc1OC	?
CNC(=O)c1cc2cc(-c3c(C)noc3C)nc(-c3cccc(OC)c3OC)c2o1	11.2%[86.2 µM]
CC(CCc1ccccc1)NC(=O)Cn1ncc2c3ccccc3n(Cc3ccccc3)c2c1=O (stereo unspecified)	?
O=C1Nc2ccc(-c3ccccc3F)cc2C(=O)N2CCN(C(=O)C3CCCCC3)C[C@H]12	?
CC1(C(=O)Nc2ccc(F)c(F)c2)CCCCC(=O)N1 (stereo unspecified)	-3.8%
CN(C)c1ncc2c(n1)CCCC2NC(=O)CN1C(=O)NC(C)(C)C1=O (stereo unspecified)	?
COc1ccc(Cc2nc3nccc(-c4cc5ccccc5o4)n3n2)cc1	?
O=C1C(N2CCN(S(=O)(=O)Cc3ccccc3F)CC2)CCN1Cc1ccccn1 (stereo unspecified)	5.4%
CCc1nc(Oc2cccc(F)c2)c2oc3ccccc3c2n1	-3.7%
O=C(NCc1cc(F)cc(F)c1)[C@H]1CN(Cc2ccccc2)C[C@H]1C(=O)O	13.5%
Cc1nc(N2CCOCC2)ncc1-c1cc(=O)[nH]c(N2CCc3ccccc3C2)n1	3.8%
O=C(CN1C(=O)COc2ccc(Cl)cc21)NCCN1CCN(c2ccccc2)CC1	-5.3%
CCOc1ccc(C(=O)N2CCN(c3cc(-c4ccccc4)[nH]n3)CC2)cc1OCC	-27.7%
Cc1cccc(OCCc2noc(C3CCCCN3S(C)(=O)=O)n2)c1 (stereo unspecified)	-9.0%
Nc1c(-c2ccc(Cl)cc2)cnc2c(-c3ccccc3)cnn12	?
CN(C)c1ccc(C2CC(c3c(O)n(C4CCCCC4)c(=O)[nH]c3=O)=Nc3ccccc3S2)cc1 (stereo unspecified)	?
CCOc1ccc2c(n1)CCN(C(=O)C1CCC1)C2	-1.1%
COc1ccc(Cl)cc1NC(=O)Cn1cnc2sc(C)c(S(=O)(=O)N3CCN(c4ccccc4OC)CC3)c2c1=O	5.9%
CCN(Cc1cccc(F)c1)C(=O)c1cc(-c2ccncc2)nc2ccccc12	14.0%
Cc1nc2ccccc2n1CCc1nc2c3ccccc3nc(SCc3cccc(F)c3)n2n1	13.0%
COc1cc(SC)ccc1C(=O)OC(C(=O)c1ccccc1)c1ccccc1 (stereo unspecified)	-15.1%
CN(NS(=O)(=O)c1cccs1)c1ncc(C(F)(F)F)cc1Cl	-6.5%
O=C(NCCC1COc2ccccc2O1)c1ccc(N2CCCOCC2)nc1 (stereo unspecified)	?
Cc1nnc(NC(=O)C2(c3ccc(F)cc3)CCC2)s1	-6.2%

Further results follow.
SMILES,KDM5B inh
CC(=O)N1CCC(C2CCN(Cc3ccc(F)cc3F)C2)CC1 (stereo unspecified),-23.3%
CC1=C[C@@H](CNC(=O)CCCC(=O)O)[C@H](C(C)C)C[C@H]1Cc1nc2ccccc2n1C,-12.8%[86.2 µM]
CCOc1ccc(-c2cc(C(=O)NCc3ccc(OCC)c(OC)c3)[nH]n2)cc1,-4.4%
Cc1cccc(C(=O)N2CCC(c3nc4ccccc4o3)CC2)c1,-13.5%
CC(=O)NCCNC(=O)c1ccc(-c2ncc3cnc(-c4cccc(F)c4)cn23)cc1,28.2µM*
Cn1c(=O)[nH]c(=O)c2c1nc(N(CCO)Cc1ccccc1)n2Cc1ccccc1Cl,5.2%
COCC(=O)N[C@@H]1CN(Cc2cccc(C#N)c2)C[C@H]1CO,-1.9%
Cc1ccc(C(CC(=O)NC(C)C)c2cn(C)c3ccccc23)cc1 (stereo unspecified),-28.5%
FC(F)(F)c1cc(C2CC2)[nH]n1,11.7%
CCCNC(=O)C(CC)n1nc(CC)n2c(cc3oc(C)cc32)c1=O (stereo unspecified),-25.1%
O=S(=O)(c1ccccc1C(F)(F)F)N1CCCC1c1nncn1Cc1ccncc1 (stereo unspecified),48.5%[activator]
O=C(COc1ccc(Cl)c(Cl)c1)NC1CCS(=O)(=O)C1 (stereo unspecified),11.6%
Fc1ccc(-c2nc(COc3ccccc3F)co2)cc1,-16.2%
CC(C(=O)NC1CC1)[C@@H]1CC[C@@]2(C)CC[C@H](NC(=O)Nc3cccc(F)c3)[C@@H](C)[C@@H]2[C@H]1O (stereo partly specified),-5.7%
Cc1cc(C)cc(-n2c(C)c(C)n3c4c(=O)[nH]c(=O)n(C)c4nc23)c1,10.4%
CN(C)/C=C\C(=O)c1ccc(Br)cc1,8.3%
COc1cc(C)cc2oc(=O)c(CC(=O)NCCc3ccc(S(N)(=O)=O)cc3)c(C)c12,?
O=C(NC1CCN(C(=O)N2CC3CC(C2)[C@H]2CCCC(=O)N2C3)CC1)c1n[nH]c2ccccc12 (stereo partly specified),?
COc1cc(NC(=O)COC(=O)CC(NC(C)=O)c2ccccc2)cc(OC)c1 (stereo unspecified),-5.3%
CCC1CCc2nc3sc(C(=O)Nc4ccc(F)cc4F)c(N)c3cc2C1 (stereo unspecified),?
CCOC(=O)C(NC(=O)/C=C/c1ccc(C)cc1Br)C(=O)OCC,0.0%
COc1ccc(C(=O)NC2(C(F)(F)F)NC(=O)N(c3ccccc3F)C2=O)cc1 (stereo unspecified),-8.6%
COc1cc(OC)cc(-c2nc3nc(C)c(CCC(=O)NCCC(C)C)c(C)n3n2)c1,-0.5%
O=C(CCCc1cccs1)NC1CC1,23.4%
CC(C)c1ccccc1NC(=O)c1ccc(Cl)cc1F,5.5%
COCCn1c(SCC(=O)Nc2ccc(OC)c(S(N)(=O)=O)c2)nc2ccccc21,36.6%
Cc1noc2nc(-c3ccc(F)cc3)cc(C(=O)NCc3ccc(N4CCOCC4)nc3)c12,-3.6%
CCN(C1CCOCC1)C1CN(C(=O)C2CCOC2)C1 (stereo unspecified),7.4%
CC(=O)N1CCC(C2CCN(S(=O)(=O)c3cccc(Cl)c3)C2)CC1 (stereo unspecified),-23.1%
CC1CCN(C(=O)c2cc(-c3ccc(Br)cc3)on2)CC1,?
O=C(NC1CCCCC1)[C@@H]1C[C@@H](O)CN1C1CCN(C(=O)CN2CCCC2=O)CC1,1.2%
CCc1cccc(NC(=O)CC(C)C)c1,9.4%
COc1ccccc1C(=O)N1CCC2(C1)C(=NC1CCCC1)NC(=O)N2c1cccnc1 (stereo unspecified),9.8%[115 µM]
CN(Cc1ccccc1)Cc1cc(C[C@@H]2CC[C@H](O)[C@@H](CNC(=O)c3cccc(F)c3)O2)no1,17.5%
C#CCN(Cc1ccc(C)cc1)C(=O)CCC(=O)CCC(=O)c1ccc(C)s1,-21.9%
Cc1nccn1CCc1nc2cc(NC(=O)C3CCCCC3)ccc2n1C,-3.0%
Cc1nc2nc(NCc3c(F)cccc3Cl)[nH]n2c(=O)c1Cl,23.1%
CN(C)S(=O)(=O)c1ccc(Cl)c(C(=O)Nc2ccc(Cl)c3cccnc23)c1,?
C=C(C)Cn1c(SCC(=O)OCc2ccccc2)nc2c1c(=O)n(C)c(=O)n2C,10.7%
Cc1ccccc1NC(=O)c1cccc(N2C(=O)C3CCC(C)CC3C2=O)c1 (stereo unspecified),21.8%
CCN(C(=O)C(=O)c1c[nH]c2ccccc12)c1ccc(OC)cc1,9.0%
CC(C)c1cc(C(=O)N2CCN(C)[C@@H]3CS(=O)(=O)C[C@@H]32)nc2ncnn12,-13.8%
O=C(c1ccc(Cl)cc1)N1CC2(CCCN2C2COC2)Cc2ccccc21 (stereo unspecified),89.1µM*
OC1CC(c2cc(N3CCC(CCn4cccn4)CC3)ncn2)C1 (stereo unspecified),-18.6%
COc1ccc(NC(=O)CCSc2nc(-c3ccco3)cc(C(F)(F)F)n2)cc1OC,14.0%&5.9%
COc1ccc(C(=O)N2CCn3c(nnc3-c3ccccc3)C2)cc1,-9.0%
Cn1cnc2c1c(=O)n(CC(=O)NCc1ccc(F)cc1)c(=O)n2C,14.6%
Cc1nc(-c2cccc(Cl)c2)n(CC(=O)Nc2ccc(C(F)(F)F)cc2)c(=O)c1CCO,3.2%
Cc1nc2ccc(Cl)cc2cc1C(=O)NCC(=O)N1CCCCC1,16.2%
O=C(CN1CCOCC1)Nc1nc(-c2ccccc2)cs1,26.9%
CN(C)Cc1nnc(C2CC(NC(=O)c3cn4cccnc4n3)C2)n1C (stereo unspecified),i
Cc1ccc(-c2ccc3nnc(CNC(=O)c4cccn4C)n3n2)cc1C,-27.6%
COCC(C)NC(=O)c1cn(C)nc1-c1ccc2c(c1)OCCCO2 (stereo unspecified),-5.1%
O[C@]12CCNC[C@H]1CN(Cc1cccc(-c3ccccc3)c1)CC2,-20.7%
Cc1cc(=O)c2cc(C(=O)Nc3cccc(C)c3C)ccc2[nH]1,-21.0%
COc1ccc2nc3n(c2c1)[C@@H](CNC(C)C)COC3,-5.6%[115 µM]
O=C(O)Cc1cccn1-c1ccc(Cl)cc1,10.5%
O=c1oc2cc(OCCN3CCN(CCO)CC3)ccc2cc1-c1ccccc1,?
CN(CC(=O)Nc1c(Cl)cccc1Cl)C(=O)C1CCN(C(=O)c2ccc(Cl)cc2)CC1,7.2%
CCNC(=O)N1CC(C(=O)NCc2ccccc2)CC(c2ccc(F)c(C)c2)C1 (stereo unspecified),19.5%

Continuation.
SMILES,KDM5B inh
Cc1ccc2c(C(=O)NCc3cccc(Cl)c3)cc(NC(=O)C(C)C)cc2n1,25.1µM*
O=C(C[C@@H]1O[C@H](CNC(=O)C2CCCC2)[C@@H](O)[C@H]1O)NC1CC1,3.6%[86.2 µM]
CC1CCC[C@@]2(CCc3cc4c5c(c(=O)oc4cc3O2)CCC5)C1 (stereo partly specified),1.1%
CCCCN(CC)Cc1c(C)[nH]c2c(ccc3ccccc32)c1=O,?
COc1ccc(C(=O)NC2CCN(C(=O)c3cc4c(=O)[nH]c(C)cn4n3)CC2)cc1F,-22.7%
Cc1noc2c(N3CCN(C)CC3c3ccccc3)cc(-c3cccnc3)nc12 (stereo unspecified),-11.9%[86.2 µM]
COc1ccc(CN2CCN(C(=S)Nc3ccccc3)CC2CCO)cc1OC (stereo unspecified),-4.4%
Cc1cc2oc(=O)cc(CN3CCN(C/C=C/c4ccccc4)CC3)c2cc1O,?
COc1ccc(Oc2coc3cc(OCc4ccc(F)cc4)ccc3c2=O)cc1,15.2%
Cc1cc(C(=O)NC(C)CCc2ccccc2)cs1 (stereo unspecified),37.4%[activator]
